Source: PubChem
HttQ103 aggreg – reduces HttQ103-GFP aggregates in PC12 cells; actives 1.1% (n = 220,000); PC12 HttQ103-GFP aggregates, Acumen cytometry, 40 h; Potency, µM (titrated, usually from 46.1 µM), for the others: top-dose activity change, negative = inhibition, actives largely listed as inhibitors; further: on the % scale 0 is the no-effect control and ±100 the full control effect; nearly all actives have a fitted effect of over 60% in size
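Inducible Q103 Huntingtin exon 1–GFP PC12 line, 1500 cells/well in phenol red free DMEM with 5% equine and 5% calf serum. Tebufenozide 100 nM induced expression; compounds titrated; aggregates quantified by cytometry.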
Tau fluor cs – counter-screen for tau fibril formation inhibitors | actives 0.93% (n = 280,000) | tau K18 P301L Alexa594 fluorescence, heparin fibrillization | Potency, µM (doses to about 57.7 µM), without a hit: at the highest dose activity change, negative = decrease | AID 1463; further: on the % scale 0 is the no-effect control and ±100 the full control effect; nearly all actives have a fitted effect of over 55% in size
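Human tau K18 P301L (15 uM unlabeled, 0.24 uM Alexa 594-labeled) in 100 mM sodium acetate pH 7 with 20 uM heparin, 6 hr at 37 C. ThT 30 uM added, 1 hr ambient; Alexa 594 FP and total fluorescence read at 555/632 nm.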
HTT cytoprotect – Huntington cell model cytoprotection by ATP luminescence; PC12 HTT-Q103 induced, cytoprotection, ATP luminescence, 40 h; Potency, µM (series often up to 56.4 µM), for inactives: cytoprotection (ATP increase), actives largely listed as activators; actives 0.14% (n = 230,000); AID 1471;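 further: % of control where 0% means no effect; nearly all actives have a fitted effect of over 45% in size; toxic huntingtin expression switched on by the ecdysone agonist tebufenozide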
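Cells were plated at 1500 per well in phenol red-free DMEM with 5% equine and 5% calf serum. Tebufenozide (100 nM final) and compounds were added, then ATPlite reagent, and luminescence was read.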
ALDH1A1 inh – inhibitors of human aldehyde dehydrogenase 1A1. P00352. Purified ALDH1A1, NADH fluorescence, propionaldehyde substrate. Potency, µM (doses to about 75.3 µM), for inactives: top-dose activity, negative = inhibition, usual class: inhibitors. actives 7.3% (n = 220,000). AID 1030; active means well fitted inhibition curve with a large enough effect, not every such curve was filed as active; inconclusive means small, poorly fitted or top-dose-only effect, or another doubt; inactive means no such curve, though single readings can be large or run the other way;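 further: plate controls were no enzyme wells and a reference inhibitor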
Target sequence (P00352 whole entry, looked up): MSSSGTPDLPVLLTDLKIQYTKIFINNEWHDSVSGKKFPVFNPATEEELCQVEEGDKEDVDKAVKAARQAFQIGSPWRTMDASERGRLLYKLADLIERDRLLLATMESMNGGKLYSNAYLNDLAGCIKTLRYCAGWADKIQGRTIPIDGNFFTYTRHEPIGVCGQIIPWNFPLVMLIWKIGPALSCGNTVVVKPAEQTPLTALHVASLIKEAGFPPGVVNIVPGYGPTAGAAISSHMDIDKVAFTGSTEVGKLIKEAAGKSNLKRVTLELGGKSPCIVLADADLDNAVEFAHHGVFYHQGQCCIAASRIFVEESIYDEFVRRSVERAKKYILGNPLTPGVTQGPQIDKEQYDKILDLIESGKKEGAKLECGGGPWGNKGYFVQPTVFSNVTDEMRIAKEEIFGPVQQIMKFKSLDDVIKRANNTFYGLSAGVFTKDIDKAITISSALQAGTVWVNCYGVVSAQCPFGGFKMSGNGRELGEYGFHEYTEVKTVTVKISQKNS
SMN2 splice enh – increases expression of the SMN2 splice variant; actives 2.8% (n = 210,000); HEK293 SMN2-luciferase splicing reporter, luminescence, 30-36 h; Potency, µM (highest dose often 46.1 µM), inactives show at the top dose activity change, positive = activation, actives largely listed as activators; further: % of control where 0% means no effect; nearly all actives have a fitted effect of over 55% in size
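HEK293 cells carry an SMN2 minigene-luciferase reporter in which exon 7 inclusion puts luciferase in frame. Cells were seeded at 2000 cells/well, attached for 10-12 hours, then exposed to compounds for 30-36 hours at 37C before ONE-Glo luminescence.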
JMJD2E inh – blocks human JMJD2E demethylase activity. B2RXH2. JMJD2E catalytic domain, FDH-coupled NADH fluorescence (FDH is formaldehyde dehydrogenase). Potency, µM (highest dose often 57.1 µM), for inactives: at the top dose activity change, negative = inhibition, actives largely listed as inhibitors. actives 1.6% (n = 230,000); active means well fitted inhibition curve with a large enough effect, not every such curve was filed as active; inconclusive means small, poorly fitted or top-dose-only effect, or another doubt; inactive means no such curve, though single readings can be large or run the other way;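 further: 0% = wells with enzyme and -100% = buffer wells without enzyme; nearly all actives have a fitted effect of over 50% in size; many of its hits are not listed in these tables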
Target sequence (B2RXH2 1-337 limits assumed): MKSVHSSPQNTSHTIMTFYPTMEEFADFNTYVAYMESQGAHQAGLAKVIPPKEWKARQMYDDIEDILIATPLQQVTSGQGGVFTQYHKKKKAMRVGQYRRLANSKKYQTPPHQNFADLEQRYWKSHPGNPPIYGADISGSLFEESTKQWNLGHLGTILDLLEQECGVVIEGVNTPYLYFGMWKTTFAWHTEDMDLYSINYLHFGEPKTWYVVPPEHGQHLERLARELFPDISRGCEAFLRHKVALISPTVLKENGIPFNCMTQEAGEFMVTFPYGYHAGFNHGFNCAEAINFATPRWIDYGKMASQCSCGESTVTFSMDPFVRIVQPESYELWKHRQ
Tau ThT inhib – blocks human tau fibril formation measured by thioflavin T | recombinant tau K18 P301L (four-repeat tau fragment), heparin-induced fibrillization, ThT fluorescence | Potency, µM (series often up to 57.4 µM), without a hit: top-dose activity, negative = inhibition, hits mostly inhibitors | actives 2.1% (n = 270,000) | AID 1460; further: on the % scale 0 is the no-effect control and ±100 the full control effect; nearly all actives have a fitted effect of over 55% in size
Target sequence (P10636 561-689 P618L limits assumed): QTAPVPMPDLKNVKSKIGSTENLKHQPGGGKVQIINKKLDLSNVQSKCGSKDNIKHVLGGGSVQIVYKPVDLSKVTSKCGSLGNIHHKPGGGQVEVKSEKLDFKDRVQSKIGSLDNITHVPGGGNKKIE
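Tau K18 P301L fragment (15 uM unlabeled plus 0.24 uM Alexa 594-labeled) in 100 mM sodium acetate pH 7 with compound, fibrillization induced by 20 uM heparin for 6 hr at 37 C. Thioflavin T (30 uM) added, fluorescence read after 1 hr (ex 450, em 510 nm).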
Tau fibril FP – inhibitors of human tau fibril formation; P10636; K18 P301L tau heparin fibrillization, Alexa594 FP, 6 h; Potency, µM (series often up to 57.7 µM), without a hit: top-dose activity, negative = inhibition, usual class: inhibitors; actives 0.39% (n = 280,000); further: on the % scale 0 is the no-effect control and ±100 the full control effect; nearly all actives have a fitted effect of over 55% in size
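Steps: dispense K18 P301L tau (15 uM plus 0.24 uM Alexa 594 tracer, final) in pH 7 sodium acetate; add compound; add heparin (20 uM final); incubate 6 hr, 37 C; add ThT (30 uM final); after 1 hr ambient, read FP.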
Starred values were filed as active, the others as inactive; ? = inconclusive; / = no result given; [ ] = dose if it differs, or a comment. Unless noted, the call rests on the fitted dose curve; in most records, active means well fitted curve in the direction sought with a large enough effect; inconclusive means small, poorly fitted or top-dose-only effect, or another doubt; inactive means no such curve, though single readings can be large; an effect the other way counts as inactive or inconclusive. Potency means the concentration at half of the fitted maximal effect.

Values in the order: HttQ103 aggreg	Tau fluor cs	HTT cytoprotect	ALDH1A1 inh	SMN2 splice enh	JMJD2E inh	Tau ThT inhib	Tau fibril FP
[1] O=C(NCCc1ccc(Cl)cc1)c1cc(-c2ccncc2)nc2ccccc12
 : 11%[9.22 µM]	-24%	25%[10 µM]	/	/	-6%	-1%	-6%
[2] Cn1c(SCC(=O)NCc2ccccc2)nnc1C1CC1
 : 0%	0%	-6%[10 µM]	6%	0%	-4%	-4%	-2%
[3] CCC(C)Sc1nc(O)c(Cc2ccccc2)c(=O)[nH]1 (stereo unspecified)
 : 4%	-2%	7%	-1%	3%	-7%	-1%	-10%
[4] N#CN(Cc1ccccc1)Cc1ccccc1
 : -4%[9.22 µM]	-15%	3%[10 µM]	40µM*	/	-13%	-10%	-2%
[5] Cc1cc2nc(CSc3ccc(Cl)cc3)cc(=O)n2[nH]1
 : 0%[9.22 µM]	-1%	-79%	0%	12%	13%	-4%	6%
[6] CCCCn1cnc2cc(NCc3ccc(OCC)cc3)ccc21
 : /	-29%	/	/	2%	/	?	6%
[7] CCOC(=O)c1cc(NC(=O)c2ccccc2)c(=O)oc1-c1ccccc1
 : 2%	-20%	-16%	?	15%	-4%	-16%	4%
[8] COc1ccc(C(CCN2CCCC2)c2c(O)cc(OC)cc2OC)cc1 (stereo unspecified)
 : -10%[9.22 µM]	-24%	-11%[10 µM]	/	/	?	?	-2%
[9] O=C(/C=C/c1cn(-c2ccccc2)nc1-c1cccnc1)N1CCCC1
 : -11%	1%	1%[10 µM]	?	-13%	-17%	-5%	-5%
[10] COc1ccccc1CC(=O)N1CCCC1
 : -18%	2%	1%	-2%	20%	1%	0%	7%
[11] c1ccc(-c2noc(CSc3nnnn3-c3ccccc3)n2)cc1
 : 12%	-25%	8%	11µM*	-8%	5%	4%	-4%
[12] CC(C)c1cccc2nc3c(c([Si](C)(C)C(C)(C)C)c12)Cn1c-3cccc1=O
 : /	-2%	7%	?	0%	?	-14%	9%
[13] CC1CCN(c2nnc(N)s2)CC1
 : -11%	-8%	-11%[0.074 µM]	?	2.5µM*	?	-14%	4%
[14] Cn1c(=O)c2c(ncn2CC(=O)Nc2cc(Cl)cc(Cl)c2)n(C)c1=O
 : /	-11%	/	/	-9%	/	4%	9%
[15] Cc1ccc2oc(=O)c3cc(C(=O)Nc4cccc(C#N)c4)sc3c2c1
 : /	-6%	/	/	10%	/	1%	-5%
[16] N#CCC(=O)NN=C1CCCCCCCCCCC1
 : -2%	-4%	-55%[inhibitor]	3.2µM*	-13%	60%[activator]	-6%	-1%
[17] C=CCn1c(=NC(=O)c2ccco2)sc2cc(C(=O)OCC)ccc21
 : 25%	-13%	2%[10 µM]	?	-8%	7%	?	0%
[18] Cc1cc2c(C)nc(Cc3ccccc3)nc2o1
 : -14%	-1%	2%	8.9µM*	8%	1%	-3%	7%
[19] CCC(=O)c1ccc(OCCn2cncn2)cc1
 : -14%	19%	11%	5%	8%	-1%	11%	8%
[20] O=C(Nc1ccc(Cl)cc1F)c1ccc(COc2c(F)c(F)c(F)c(F)c2F)o1
 : 13%	?	-48%[inhibitor]	-7%	-19%	3%	?	1%
[21] COC(=O)Sc1nc(N2CCOCC2)c2c(c1C#N)CC(C)(C)OC2
 : 6%	0%	-24%	14µM*	/	?	-16%	-1%
[22] CC1CCN(C(=O)Cn2cc(SCC(=O)NCC3CCCO3)c3ccccc32)CC1 (stereo unspecified)
 : 3%	-8%	-10%	-4%	5%	-2%	-8%	-5%
[23] Cc1ccc(Nc2c(-c3ccc(C)s3)nc3ncccn23)cc1
 : /	-28%	/	/	4%	/	-15%	3%
[24] COc1ccccc1N1CCN(C(=O)Nc2cccc(Cl)c2)CC1
 : -12%	-20%	0%	4%	-17%	-5%	-13%	11%
[25] O=C(NCCC(=O)N1CCN(c2ncccn2)CC1)c1ccccc1Cl
 : -8%	4%	-5%	-8%	-5%	-7%	-8%	11%
[26] CC(=O)Nc1ccc(C(=O)OC2CCCCC2=O)cc1 (stereo unspecified)
 : -7%[9.22 µM]	-3%	12%	-1%	-34%	3%	-1%	9%
[27] CCOC(=O)c1ccccc1NC1c2ccccc2C(=O)N1c1ccc(C)cn1 (stereo unspecified)
 : 7%	-19%	-4%	?	?	4%	-13%	-6%
[28] O=C(CN1CCN(CC(=O)Nc2ccccc2C(F)(F)F)CC1)Nc1ccccc1F
 : 3%	-2%	-9%[10 µM]	25µM*	-17%	4%	-9%	7%
[29] COc1ccc(/C=C/C(=O)c2cc(F)ccc2OC(=O)c2ccc(OC)c(OC)c2)cc1OC
 : -1%	9%	/	?	-95%[inhibitor]	2%	9%	5%
[30] Cc1oc(C)c(S(=O)(=O)NCc2cccs2)c1C(=O)O
 : -22%[9.22 µM]	0%	-19%[10 µM]	7%	/	1%	-5%	4%
[31] Cc1cc([N+](=O)[O-])cc([N+](=O)[O-])c1NCC(C)C
 : 24%[9.22 µM]	?	26%[10 µM]	-15%	/	-20%	?	12%
[32] O=C(CN1C(=O)CSCC1=O)NCc1ccc(F)cc1
 : -4%	-9%	28%[10 µM]	5%	7%	4%	5%	?
[33] CCCCN(Cc1ccccc1)S(=O)(=O)c1cc(Br)cc2c1N(C(C)=O)CC2
 : /	-20%	/	/	5%	/	-10%	-4%
[34] CC1=C([N+](=O)[O-])C(c2ccccc2C(F)(F)F)NC(=O)N1C (stereo unspecified)
 : 0%[9.22 µM]	0%	17%[10 µM]	/	/	8%	0%	-7%
[35] CC1CN(c2ccc(NS(=O)(=O)c3ccccc3)cc2C(=O)O)CC(C)O1 (stereo unspecified)
 : 9%[9.22 µM]	2%	20%[10 µM]	5%	/	?	0%	9%
[36] C/C(Cn1cnc([N+](=O)[O-])n1)=N\NC(=O)c1ccncc1
 : -22%	2%	/	?	8%	-1%	-4%	-1%
[37] CC(=O)Nc1ccc(NC(=O)C(C)n2nc([N+](=O)[O-])c(Br)c2C)cc1 (stereo unspecified)
 : -2%	-4%	-3%	-4%	-8%	0%	-5%	0%
[38] CCCC(=O)NCc1ccc2c(c1)cc(C)n2C
 : -1%	6%	-10%	-5%	-1%	?	0%	10%
[39] O=C1CC(=O)N(Cc2ccco2)C(=O)N1
 : -2%	-18%	6%[10 µM]	-7%	8%	-29%	?	?
[40] Clc1ccc(-c2cn3cc(Br)ccc3n2)cc1Cl
 : 12%	-11%	-21%[10 µM]	?	2.2µM*	-8%	-11%	-3%
[41] O=C(Oc1ccc(Cl)c2cccnc12)N1CCOCC1
 : 3%	2%	-15%	-5%	-9%	?	4%	-7%
[42] Cc1cccc2sc(NC(=O)C3=NN(c4ccccc4)C(=O)CC3)nc12
 : -13%	-12%	-9%[10 µM]	-7%	3%	-7%	-10%	7%
[43] COc1cccc2c3c(c(C)nc12)CC(CO)O3 (stereo unspecified)
 : /	-5%	-22%	?	5%	?	-4%	-1%
[44] CCOC(=O)CN1C(=O)COc2ccc(C(C)(C)C)cc21
 : 11%	-1%	1%	0%	-15%	2%	-6%	8%
[45] CCc1cccc(-n2c(C)nc3c(cnn3-c3ccc(Cl)cc3)c2=O)c1
 : /	-14%	/	/	-29%	/	?	-10%
[46] CCCCn1c(-c2cccs2)nc2oc3ccccc3c(=O)c2c1=O
 : -15%[9.22 µM]	-4%	-17%[10 µM]	?	/	-5%	-5%	4%
[47] CCc1ccc(-n2c(=O)c3c4c(sc3n(CC(=O)N3CCC(C)CC3)c2=O)CCC4)cc1
 : /	-12%	/	/	-6%	/	-3%	-15%
[48] CCn1cc(C(=O)N2CCN(c3cc(C)ccc3C)CC2)c(=O)c2cc(S(=O)(=O)N3CCCCC3)ccc21
 : /	-1%	/	/	-1%	/	-8%	-2%
[49] O=C(NCCc1ccccc1)c1ccc(Nc2nc3ccccc3n3nnnc23)cc1
 : /	-14%	/	/	-8%	/	-2%	?

Of the compounds above, these have a Cl atom:
Values in the order: HttQ103 aggreg	Tau fluor cs	HTT cytoprotect	ALDH1A1 inh	SMN2 splice enh	JMJD2E inh	Tau ThT inhib	Tau fibril FP
[1] O=C(NCCc1ccc(Cl)cc1)c1cc(-c2ccncc2)nc2ccccc12
 : 11%[9.22 µM]	-24%	25%[10 µM]	/	/	-6%	-1%	-6%
[5] Cc1cc2nc(CSc3ccc(Cl)cc3)cc(=O)n2[nH]1
 : 0%[9.22 µM]	-1%	-79%	0%	12%	13%	-4%	6%
[14] Cn1c(=O)c2c(ncn2CC(=O)Nc2cc(Cl)cc(Cl)c2)n(C)c1=O
 : /	-11%	/	/	-9%	/	4%	9%
[20] O=C(Nc1ccc(Cl)cc1F)c1ccc(COc2c(F)c(F)c(F)c(F)c2F)o1
 : 13%	?	-48%[inhibitor]	-7%	-19%	3%	?	1%
[24] COc1ccccc1N1CCN(C(=O)Nc2cccc(Cl)c2)CC1
 : -12%	-20%	0%	4%	-17%	-5%	-13%	11%
[25] O=C(NCCC(=O)N1CCN(c2ncccn2)CC1)c1ccccc1Cl
 : -8%	4%	-5%	-8%	-5%	-7%	-8%	11%
[40] Clc1ccc(-c2cn3cc(Br)ccc3n2)cc1Cl
 : 12%	-11%	-21%[10 µM]	?	2.2µM*	-8%	-11%	-3%
[41] O=C(Oc1ccc(Cl)c2cccnc12)N1CCOCC1
 : 3%	2%	-15%	-5%	-9%	?	4%	-7%
[45] CCc1cccc(-n2c(C)nc3c(cnn3-c3ccc(Cl)cc3)c2=O)c1
 : /	-14%	/	/	-29%	/	?	-10%

Only part of the results is shown. The share of hits here may be higher or lower than overall.
